Source: PubChem (Sanford-Burnham Center for Chemical Genomics)
Jurkat NFkB inh = lowers PMA/ionomycin-induced NF-kB signal in Jurkat cells; PMA/ionomycin-induced NF-kB luciferase reporter, luminescence; inhibition, % at 4 µM; actives 0.53% (n = 330,000); AID 435003; in the data active = inhibition above about 50%
UPR XBP1 act = adaptive UPR (XBP1) activation | CHO-XBP1 luciferase reporter, IRE1-XBP1 UPR activation, luminescence; percent of tunicamycin response, DMSO as zero | actives 0.33% (n = 330,000) | AID 463104 | activation, % at 20 µM;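 active = versus positive control, 20 µM dose yields 30% or more activation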;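 note: 100% = tunicamycin at 10 µg/mL and 0% = DMSO only wells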
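incubation = overnight seeding at 37 °C, 6 h compound treatment at 37 °C | assay system = CHO-XBP1 cells stably carrying IRE1-XBP1-driven luciferase reporter | input = 1000 cells per well | detection = luciferase luminescence | dosing = single point, 20 µM final compound, 1% DMSO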
TIM10 inh = growth inhibitors of TIM10 yeast strain. S. cerevisiae TIM10 strain growth, BacTiter-Glo luminescence, 24 h. inhibition, % at 10 µM. actives 1.4% (n = 330,000);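 active = inhibition of 40% or more at the single tested concentration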;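 note: wild-type TIM10 isogenic control strain grown at permissive 25 °C; 0% = DMSO yeast wells and 100% = minimal medium wells without yeast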
Mdm2-MdmX inh = human Mdm2/MdmX binding inhibition | O15151+Q00987 | SaOS-2 split-luciferase Mdm2/MdmX complementation, luminescence | inhibition, % at 8 µM | actives 3% (n = 330,000);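 active = inhibition of at least 50% at 8 µM in the primary screen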
Target sequence (O15151 whole entry, looked up): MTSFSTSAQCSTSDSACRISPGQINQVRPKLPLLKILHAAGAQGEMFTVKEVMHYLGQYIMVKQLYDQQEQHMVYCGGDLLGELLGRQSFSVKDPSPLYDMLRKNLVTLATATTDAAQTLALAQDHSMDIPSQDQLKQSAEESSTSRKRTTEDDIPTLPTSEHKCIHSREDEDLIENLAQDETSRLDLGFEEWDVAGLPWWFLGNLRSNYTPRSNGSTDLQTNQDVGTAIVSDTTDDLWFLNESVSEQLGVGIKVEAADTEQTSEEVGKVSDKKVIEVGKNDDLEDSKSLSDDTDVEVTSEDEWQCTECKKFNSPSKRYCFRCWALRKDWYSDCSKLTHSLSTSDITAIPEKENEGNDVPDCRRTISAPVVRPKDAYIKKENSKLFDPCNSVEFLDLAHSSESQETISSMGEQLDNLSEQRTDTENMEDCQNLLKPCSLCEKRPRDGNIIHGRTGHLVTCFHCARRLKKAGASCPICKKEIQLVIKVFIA
Target sequence (Q00987 whole entry, looked up): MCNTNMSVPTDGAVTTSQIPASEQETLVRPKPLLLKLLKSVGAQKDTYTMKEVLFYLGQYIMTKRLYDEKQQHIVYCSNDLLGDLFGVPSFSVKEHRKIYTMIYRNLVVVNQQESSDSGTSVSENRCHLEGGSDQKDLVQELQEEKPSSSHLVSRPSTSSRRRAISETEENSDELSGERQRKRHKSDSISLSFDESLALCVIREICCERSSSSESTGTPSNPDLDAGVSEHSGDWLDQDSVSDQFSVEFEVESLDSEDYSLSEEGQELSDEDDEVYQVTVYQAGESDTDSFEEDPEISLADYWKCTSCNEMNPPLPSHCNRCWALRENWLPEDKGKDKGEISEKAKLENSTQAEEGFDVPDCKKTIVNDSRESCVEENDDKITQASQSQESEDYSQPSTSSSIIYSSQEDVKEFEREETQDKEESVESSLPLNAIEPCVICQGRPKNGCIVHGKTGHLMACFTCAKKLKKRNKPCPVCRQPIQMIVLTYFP
CHOP UPR activ = activators of apoptotic arm of unfolded protein response (CHOP); actives 0.34% (n = 330,000); CHO-CHOP luciferase reporter, UPR activation, luminescence; percent of tunicamycin response over DMSO baseline; activation, % at 10 µM;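 active = at 10 µM dose, activation of 40% or more, normalized to positive control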;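 note: 100% = tunicamycin at 10 µg/mL and 0% = DMSO alone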
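Test system: CHO CHOP reporter cells. Input: 500 CHO-CHOP cells per well. Medium: F12 with 10% FBS. Technique: luciferase luminescence. Measure: percent activation relative to tunicamycin control. Dosing: 10 µM compound, 0.5% DMSO. Timing: 16-18 h cell attachment, then 6 h compound exposure, 37 °C.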
697 NFkB inh = lowers PMA/ionomycin-induced NF-kB signal in 697 B cells | 697 B-cell NF-kB luciferase reporter, 16 h | inhibition, % at 4 µM | actives 0.33% (n = 330,000) | AID 435022; in the data active = inhibition above about 35%
tim10-1 inh = growth inhibitors of tim10-1 mutant yeast. actives 2.2% (n = 330,000). inhibition, % at 20 µM. S. cerevisiae tim10-1 ts strain growth, BacTiter-Glo, 24 h;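 active = inhibition of at least 40%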;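 note: mutant grown at 25 °C; 0% = DMSO wells with yeast and 100% = wells holding no yeast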
tim23-1 inh = tim23-1 yeast growth inhibition. inhibition, % at 20 µM. AID 463212. actives 1.3% (n = 330,000). S. cerevisiae tim23-1 growth, BacTiter-Glo luminescence, 24 h;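 active = growth inhibition of the mutant yeast at or above 50%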;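 note: temperature-sensitive mutant grown at 25 °C; plate controls were DMSO-treated mutant yeast for no effect and medium wells lacking yeast for full effect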
* marks the source's active call; other numbers are inactive results.

`CC(C)(C)N/C=C(\C#N)S(=O)(=O)c1ccc(Br)cc1` gave Jurkat NFkB inh 7, UPR XBP1 act 2, TIM10 inh 13, Mdm2-MdmX inh -22, CHOP UPR activ 1.5, 697 NFkB inh 0, tim10-1 inh 9 and tim23-1 inh 20.
For CCn1cc(C(=O)N[C@@H](CCSC)C(=O)NCCCn2ccnc2)c(=O)c2cc3c(cc21)OCO3 the results were Jurkat NFkB inh -13, UPR XBP1 act -7, TIM10 inh -3, Mdm2-MdmX inh -27, CHOP UPR activ -0.7, 697 NFkB inh -14, tim10-1 inh -14 and tim23-1 inh 17.
`CCCc1nc(C)c2c(=O)[nH]c(-c3cc(S(=O)(=O)N4CCN(CC)CC4)ccc3OCC)nn12` gave Jurkat NFkB inh 1, UPR XBP1 act -1, TIM10 inh 2, Mdm2-MdmX inh -1, CHOP UPR activ -0.5, 697 NFkB inh -3, tim10-1 inh -17 and tim23-1 inh 9.
CCOc1ccc(CN2CCN(CCCn3cccn3)CC2CCO)cc1 (stereo unspecified) was read as Jurkat NFkB inh 8, UPR XBP1 act -2, TIM10 inh -8, Mdm2-MdmX inh -10, CHOP UPR activ -0.2, 697 NFkB inh 12, tim10-1 inh 6 and tim23-1 inh 2.
`COC(=O)C(CC(=O)c1ccc(Cl)cc1)c1ccc(C)cc1` (stereo unspecified) gave Jurkat NFkB inh -16, UPR XBP1 act 0, TIM10 inh -7, Mdm2-MdmX inh -4, CHOP UPR activ 4.6, 697 NFkB inh -6, tim10-1 inh -8 and tim23-1 inh 21.
Screening CN(C)S(=O)(=O)c1cccc(C(=O)Nc2ccc(N3CCOCC3)cc2)c1 returned Jurkat NFkB inh -3, UPR XBP1 act -2, TIM10 inh -2, Mdm2-MdmX inh 20, CHOP UPR activ -1.4, 697 NFkB inh -6, tim10-1 inh -2 and tim23-1 inh 4.
CC[n+]1ccc(C)c2cc(SC(F)(F)F)ccc21 was read as Jurkat NFkB inh 10, UPR XBP1 act -1, TIM10 inh -1, Mdm2-MdmX inh 15, CHOP UPR activ -1.1, 697 NFkB inh -1, tim10-1 inh 13 and tim23-1 inh 8.
`CCCN1CCC(NC(=O)C2CCCCC2C(=O)O)CC1` (stereo unspecified) gave Jurkat NFkB inh 12, UPR XBP1 act 0, TIM10 inh 1, Mdm2-MdmX inh -2, CHOP UPR activ 0.7, 697 NFkB inh 15, tim10-1 inh 8 and tim23-1 inh 11.
`CCOC(=O)/C(=N/Nc1ccccc1)N1CCCc2ccccc21` gave Jurkat NFkB inh 4, UPR XBP1 act -3, TIM10 inh 18, Mdm2-MdmX inh 10, CHOP UPR activ 0.6, 697 NFkB inh 5, tim10-1 inh 16 and tim23-1 inh 27.
O=C(Nc1cc(C(F)(F)F)ccc1N1CCOCC1)c1cccnc1 was read as Jurkat NFkB inh -8, UPR XBP1 act -1, TIM10 inh 0, Mdm2-MdmX inh 12, CHOP UPR activ -0.6, 697 NFkB inh 11, tim10-1 inh 29 and tim23-1 inh 16.
`COc1ccc(N)cc1C#N` gave Jurkat NFkB inh 7, UPR XBP1 act -2, TIM10 inh 6, Mdm2-MdmX inh 12, CHOP UPR activ 1.5, 697 NFkB inh 10, tim10-1 inh 11 and tim23-1 inh 8.
Cc1cc(CNC(=O)COc2ccc(C)c(C)c2)c2ccccc2n1 was read as Jurkat NFkB inh 2, UPR XBP1 act -1, TIM10 inh 14, Mdm2-MdmX inh 20, CHOP UPR activ 0.2, 697 NFkB inh -15, tim10-1 inh 15 and tim23-1 inh 4.
For CCOc1ccc(N(CC(=O)NC2CC2)S(=O)(=O)c2ccc(C)cc2)cc1 the results were Jurkat NFkB inh -7, UPR XBP1 act -7, TIM10 inh 7, Mdm2-MdmX inh -25, CHOP UPR activ -0.5, 697 NFkB inh -9, tim10-1 inh -5 and tim23-1 inh 5.
For O=C(Oc1ccc2c(c1)OCC2=O)c1ccccc1 the results were Jurkat NFkB inh -7, UPR XBP1 act 37*, TIM10 inh 20, Mdm2-MdmX inh -6, CHOP UPR activ 7.2, 697 NFkB inh -11, tim10-1 inh 13 and tim23-1 inh 18.
For O=C(COC(=O)c1ccccc1)c1ccc2c(c1)OCCO2 the results were Jurkat NFkB inh -52, UPR XBP1 act -8, TIM10 inh 4, Mdm2-MdmX inh 36, CHOP UPR activ -8.8, 697 NFkB inh -20, tim10-1 inh -14 and tim23-1 inh 16.
For O=C(NCc1cccnc1)Nc1ccc(Cl)cc1Cl the results were Jurkat NFkB inh 10, UPR XBP1 act -2, TIM10 inh -10, Mdm2-MdmX inh 4, CHOP UPR activ 1.0, 697 NFkB inh -4, tim10-1 inh -4 and tim23-1 inh -1.
Screening Cc1ccc(C(=O)NC2CCCc3ccccc32)o1 (stereo unspecified) returned Jurkat NFkB inh 11, UPR XBP1 act -1, TIM10 inh -2, Mdm2-MdmX inh 20, CHOP UPR activ -1.5, 697 NFkB inh 21, tim10-1 inh 7 and tim23-1 inh 7.
Screening COCCCNC(=O)CC1C(=O)N(Cc2ccccc2)C(C)c2nc3ccccc3n21 (stereo unspecified) returned Jurkat NFkB inh -8, UPR XBP1 act 1, TIM10 inh 1, Mdm2-MdmX inh -24, CHOP UPR activ 1.1, 697 NFkB inh -2, tim10-1 inh 8 and tim23-1 inh -4.
Screening OC(c1ccccc1)(c1ccccc1)c1ncc[nH]1 returned Jurkat NFkB inh 13, UPR XBP1 act 0, TIM10 inh -5, Mdm2-MdmX inh 9, CHOP UPR activ -2.0, 697 NFkB inh 16, tim10-1 inh -2 and tim23-1 inh -6.
`Cn1cnnc1Sc1ccc(/C=C(\CC(=O)O)c2nc3ccccc3s2)cc1[N+](=O)[O-]` gave Jurkat NFkB inh 7, UPR XBP1 act 1, TIM10 inh 8, Mdm2-MdmX inh 9, CHOP UPR activ -0.7, 697 NFkB inh 5, tim10-1 inh 6 and tim23-1 inh 2.
`COc1ccc(OC)c(S(=O)(=O)NC2CCCCC2)c1` gave Jurkat NFkB inh -12, UPR XBP1 act 0, TIM10 inh 11, Mdm2-MdmX inh 10, CHOP UPR activ -0.6, 697 NFkB inh 5, tim10-1 inh 25 and tim23-1 inh 11.
`O=c1[nH]c(C2CCCN(S(=O)(=O)c3ccc(F)cc3)C2)nc2c1nnn2Cc1ccc(F)cc1` (stereo unspecified) gave Jurkat NFkB inh 0, UPR XBP1 act 2, TIM10 inh -25, Mdm2-MdmX inh 9, CHOP UPR activ -1.6, 697 NFkB inh 0, tim10-1 inh -13 and tim23-1 inh -14.
Screening Cc1nc2ccccn2c1C(=O)N/N=C/c1ccc(CNC(=O)C(=O)Nc2ccccc2)o1 returned Jurkat NFkB inh -12, UPR XBP1 act -3, TIM10 inh 12, Mdm2-MdmX inh -3, CHOP UPR activ 0.5, 697 NFkB inh -19, tim10-1 inh -1 and tim23-1 inh -17.
Screening COc1ccccc1/C=C/C=N/n1c(-c2ccco2)n[nH]c1=S returned Jurkat NFkB inh -21, UPR XBP1 act -2, TIM10 inh 17, Mdm2-MdmX inh -1, CHOP UPR activ 1.8, 697 NFkB inh -12, tim10-1 inh 16 and tim23-1 inh 10.
`COc1cccc(OCCOCCOc2ccc(C)cc2[N+](=O)[O-])c1` gave Jurkat NFkB inh 19, UPR XBP1 act 9, TIM10 inh -11, Mdm2-MdmX inh 8, CHOP UPR activ -0.8, 697 NFkB inh -7, tim10-1 inh 13 and tim23-1 inh 15.
For CCCCCCCC1(C)NC(=O)N(c2ccccc2)N1 (stereo unspecified) the results were Jurkat NFkB inh 0, UPR XBP1 act -3, TIM10 inh 18, Mdm2-MdmX inh 16, CHOP UPR activ 0.1, 697 NFkB inh 8, tim10-1 inh 21 and tim23-1 inh 27.
Screening Cc1nn(C(C)C(=O)NC2C(=O)N3C(C(=O)O)=C(CSc4nnnn4C)CSC23)cc1Cl (stereo unspecified) returned Jurkat NFkB inh -17, UPR XBP1 act 1, TIM10 inh -10, Mdm2-MdmX inh 9, CHOP UPR activ 0.4, 697 NFkB inh 2, tim10-1 inh -1 and tim23-1 inh 0.
For O=C(NC1CCCC1)C(c1ccc(F)cc1)N(C(=O)c1csnn1)C1CCCC1 (stereo unspecified) the results were Jurkat NFkB inh 13, UPR XBP1 act -3, TIM10 inh 21, Mdm2-MdmX inh -1, CHOP UPR activ 2.7, 697 NFkB inh 5, tim10-1 inh 17 and tim23-1 inh 15.
CC(=O)OCC(OC(C)=O)C(OC(C)=O)C(OC(C)=O)C(=O)Nc1cccc(C)c1 (stereo unspecified) was read as Jurkat NFkB inh -20, UPR XBP1 act -5, TIM10 inh -11, Mdm2-MdmX inh 5, CHOP UPR activ -1.0, 697 NFkB inh -10, tim10-1 inh -8 and tim23-1 inh -16.
For CCCCc1ccc(NC(=S)N2CCN(c3ccccn3)CC2)cc1 the results were Jurkat NFkB inh 8, UPR XBP1 act -2, TIM10 inh 21, Mdm2-MdmX inh 18, CHOP UPR activ 2.4, 697 NFkB inh 10, tim10-1 inh 20 and tim23-1 inh 11.
For COC(=O)c1ccc(C)c(NC(=O)CN(c2cc(OC)ccc2OC)S(C)(=O)=O)c1 the results were Jurkat NFkB inh -95, UPR XBP1 act -4, TIM10 inh -9, Mdm2-MdmX inh 15, CHOP UPR activ 1.0, 697 NFkB inh -63, tim10-1 inh 17 and tim23-1 inh 8.
`COc1cccc(CNCCNC(=O)c2nonc2N)c1` gave Jurkat NFkB inh 13, UPR XBP1 act 3, TIM10 inh -8, Mdm2-MdmX inh -6, CHOP UPR activ 0.8, 697 NFkB inh 16, tim10-1 inh 6 and tim23-1 inh 3.
`CC1(C)CC(=O)C(C(=S)Nc2ccc(F)cc2)=C(NCCN2CCOCC2)C1` gave Jurkat NFkB inh -12, UPR XBP1 act -5, TIM10 inh -8, Mdm2-MdmX inh 28, CHOP UPR activ -1.5, 697 NFkB inh 4, tim10-1 inh 7 and tim23-1 inh 14.

A draw from above in order of molecular weight, falling.
Screening Cc1nn(C(C)C(=O)NC2C(=O)N3C(C(=O)O)=C(CSc4nnnn4C)CSC23)cc1Cl (stereo unspecified) returned Jurkat NFkB inh -17, UPR XBP1 act 1, TIM10 inh -10, Mdm2-MdmX inh 9, CHOP UPR activ 0.4, 697 NFkB inh 2, tim10-1 inh -1 and tim23-1 inh 0.
Screening Cc1nc2ccccn2c1C(=O)N/N=C/c1ccc(CNC(=O)C(=O)Nc2ccccc2)o1 returned Jurkat NFkB inh -12, UPR XBP1 act -3, TIM10 inh 12, Mdm2-MdmX inh -3, CHOP UPR activ 0.5, 697 NFkB inh -19, tim10-1 inh -1 and tim23-1 inh -17.
For COC(=O)c1ccc(C)c(NC(=O)CN(c2cc(OC)ccc2OC)S(C)(=O)=O)c1 the results were Jurkat NFkB inh -95, UPR XBP1 act -4, TIM10 inh -9, Mdm2-MdmX inh 15, CHOP UPR activ 1.0, 697 NFkB inh -63, tim10-1 inh 17 and tim23-1 inh 8.
CC(=O)OCC(OC(C)=O)C(OC(C)=O)C(OC(C)=O)C(=O)Nc1cccc(C)c1 (stereo unspecified) was read as Jurkat NFkB inh -20, UPR XBP1 act -5, TIM10 inh -11, Mdm2-MdmX inh 5, CHOP UPR activ -1.0, 697 NFkB inh -10, tim10-1 inh -8 and tim23-1 inh -16.
For O=C(NC1CCCC1)C(c1ccc(F)cc1)N(C(=O)c1csnn1)C1CCCC1 (stereo unspecified) the results were Jurkat NFkB inh 13, UPR XBP1 act -3, TIM10 inh 21, Mdm2-MdmX inh -1, CHOP UPR activ 2.7, 697 NFkB inh 5, tim10-1 inh 17 and tim23-1 inh 15.
For CCCCCCCC1(C)NC(=O)N(c2ccccc2)N1 (stereo unspecified) the results were Jurkat NFkB inh 0, UPR XBP1 act -3, TIM10 inh 18, Mdm2-MdmX inh 16, CHOP UPR activ 0.1, 697 NFkB inh 8, tim10-1 inh 21 and tim23-1 inh 27.
